From PubChem
Lipid storage S3: qHTS Assay for Lipid Storage Modulators in Drosophila S3 Cells; Drosophila S3 cells, BODIPY lipid droplet fluorescence, 18-24 h; cells fed with added oleic acid; Potency in µM for hits, for the others lipid storage change, negative = inhibition, % at the top dose, mostly 46.1 µM; 320,000 compounds, 0.64% hits; active = well fitted inhibition curve with a large enough effect in the signal ratio, with a control signal flat, not every such curve was filed as active; inconclusive = small, poorly fitted or top-dose-only effect, or effect the other way, or a change in a side signal; the % refers to the signal ratio
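Laser-scanning cytometry quantifies lipid droplet accumulation (500–530 nm total intensity; droplet/cell object ratio) in oleic acid-fed (400 uM added) Drosophila S3 cells treated with a concentration series. 20 uM Triacsin C defined 100% inhibition.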
Lipid storage S3 cell count max: recorded beside Lipid storage S3, whose call it bears; cell number change, %; measured here: cell count max response;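 cells counted by Cell Tracker Red CMTPX staining in the red channel; peak over a dose series mostly up to 46.1 µM; percent activity relative to internal control wells on each plate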
Active calls of the source: *; i = inactive; u = inconclusive; x = no result given; [ ] = dose if it differs, or a comment. % is scaled to controls: 0 for no effect and ±100 for the full control effect; potency is read from the fitted curve at half-maximal effect.

SMILES	Lipid storage S3	Lipid storage S3 cell count max
COc1cc(OC)cc(OC(=O)c2cccc(S(=O)(=O)N3CCN(C)CC3)c2)c1	u	x
Cc1ccc(SCC(=O)OC(C)C(=O)NC2CCCCC2C)c(C)c1 (centres undefined)	-5.8%	1.9
CC(C)(C)c1ccc(C(=O)NCCC(=O)NC2=NCCS2)cc1	u	x
Cc1cc(NCc2ccccc2)nc2ccccc12	u	x
O=C1CN(C(=O)c2ccccc2F)c2ccccc2N1	6.6%	8.3
COC(=O)c1ccc(Oc2nc(Nc3ccc(C)c(C)c3)nc(N(C)C)n2)cc1	u	x
Cc1c(C#N)c(NC(=O)C(C)C)n(Cc2ccccc2)c1C	u	x
Cc1ccc(S(=O)(=O)N2CCN(C(=O)Cc3sc(C)nc3-c3ccc(F)cc3)CC2)c(C)c1	u	x
Cc1ccc(NC(=O)c2cc(S(=O)(=O)N3CCOCC3)cn2C)cc1Cl	u	x
O=C(c1cc2c(s1)-c1ccccc1OC2)N1CCN(c2ccccn2)CC1	u	x
COc1ccc(-n2cc(C(=O)O)c3ccccc3c2=O)cc1	i	x
CN(C)c1cc(-c2ccc(Br)cc2)oc(=O)c1Cl	6.2%	3.2
c1ccc(Nc2nc(-c3ccccn3)cs2)cc1	u	x
CCc1cccc(NC(=O)CCCN2C(=O)NC(C)(C)C2=O)c1	u	x
CCCn1[nH]cc(SC)c(=O)c1=O	u	x
O=C(Nc1ccc2nc(-c3cccnc3)[nH]c2c1)C12CC3CC(CC(C3)C1)C2	u	x
O=C(CCS(=O)(=O)c1cccc2nonc12)NCCc1ccccc1	u	x
O=c1cc(CN2CCOCC2)nc(C2CC2)[nH]1	u	x
COc1ccc(NC(=S)NC2CCN(Cc3ccccc3)CC2)cc1OC	u	x
COC(=O)c1ccc(C2c3[nH]c4ccccc4c3C[C@H]3C(=O)N(C4CC4)CC(=O)N23)cc1 (some centres undefined)	12.4%	-1.7
Cc1csc(NC(=O)c2nc(-c3ccccc3)n(-c3ccccc3)n2)n1	9.2%	-0.2
CCC(C)(C)n1nnnc1C(c1cc(OC)ccc1OC)N1CCC(C(N)=O)CC1 (centres undefined)	-3.4%	-18.9
Cc1ccc(S(=O)(=O)N2CCC(C(=O)OCC(=O)N(C)C3CCS(=O)(=O)C3)CC2)cc1C (centres undefined)	22.5%	18.7
COc1ccc(S(=O)(=O)N(C)c2ccc(C(=O)NCc3ccco3)cc2)cc1OC	u	x
Cc1ccnc(NC(=S)N2CCN(c3cccc(C(F)(F)F)c3)CC2)c1	u	x
(continued)
SMILES	Lipid storage S3	Lipid storage S3 cell count max
CC(=O)Nc1ccc(S(=O)(=O)NCCc2csc(-c3cccnc3)n2)cc1	u	x
CCN1CCC(N2CCN(c3ccc(F)cc3)CC2)CC1	16.3%	10.4
CCOC(=O)c1ccc(CN2Cc3ccccc3C2=O)cc1	9.7%	13.3
COC(=O)[C@H](CCSC)NC(=O)Nc1ccc(S(N)(=O)=O)cc1	-9.3%	-2.5
COc1ccccc1N(CC(=O)N1CCCCCC1)S(=O)(=O)c1ccc(C)cc1	i	9.0
CCCCn1c(-c2cccc(Br)c2)nc2cc3[nH]c(=O)c(C(C)C)nc3cc21	u	x
CC(Sc1nc2c([nH]c3ccccc32)c(=O)n1C)c1ccccc1 (centres undefined)	0.1%	-8.7
CCOc1ccc(NC(=O)Cn2cncc2-c2ccc([N+](=O)[O-])cc2)cc1	10.1%	5.5
CCCSc1nnc2c(n1)OC(c1cccn1C)N(C(C)=O)c1ccccc1-2 (centres undefined)	u	x
CSc1ccc(S(=O)(=O)N2CCC(C(=O)NC3CC3)CC2)cc1	u	x
Cc1cc(C)n2c(=S)[nH]nc2n1	u	x
Cc1nc(N2CCC(C)CC2)c2c(C)c(C(=O)Nc3cc(F)ccc3C)sc2n1	-15.2%	0.3
C/C(=N\Nc1cc(C)nc(-c2ccccc2O)n1)c1ccccc1O	u	x
CCOc1cc(NS(=O)(=O)CC)c(OCC)cc1NC(=O)c1ccco1	u	x
O=C(NC1(C(F)(F)F)C(=O)Nc2c1c(=O)[nH]c(=O)n2-c1ccc(F)cc1)c1cccnc1 (centres undefined)	9.8%	-17.6
Cc1c(OCC(=O)NCCN2CCOCC2)ccc2c1oc(=O)c1ccccc12	i	7.3
OC(COc1ccc2ccccc2c1)Cn1ccnc1 (centres undefined)	u	x
CC(=O)OC1C(OC(C)=O)N(C(C)=O)C(=O)N1C(C)=O (centres undefined)	u	x
CCOC(=O)C1(Cc2ccccc2C)CCCN(C(=O)c2sccc2C)C1 (centres undefined)	u	x
COc1cc(-c2n[nH]c(=O)o2)cc(OC)c1OC	u	x
COc1cc(CNc2ncc(-c3ccc(Br)cc3)n2C)cc(OC)c1O	u	x
O=C(OCC(=O)N(CCc1ccccc1)Cc1ccccc1)c1ccccc1[N+](=O)[O-]	u	x
O=C(C1CCN(C2CCN(Cc3cccc4c3OCO4)CC2)CC1)N1CCOCC1	-5.2%	-3.0
Cc1ccc(CNS(=O)(=O)c2ccc3c(c2)CCN3C(=O)C2CCC2)cc1	i	-16.7
COC(=O)C(CO)NC(=O)C1CCCN1C(=O)CNC(=O)OCc1ccccc1 (centres undefined)	u	x
Next section.
SMILES	Lipid storage S3	Lipid storage S3 cell count max
O=C(CSc1nc(-c2ccc(F)cc2)nc2c1Cc1ccccc1O2)Nc1cccc(C(=O)O)c1	u	x
CC(=O)NNC(=O)c1[nH]c2ccc(Br)cc2c1-c1ccccc1	u	x
Cc1noc(C)c1COc1ccc(C(=O)Nc2ccccn2)cc1	i	x
O=C(Nc1ccc(Cl)cc1F)c1cccc2ccccc12	9.3%	10.4
O=[N+]([O-])c1ccc2c(c1)N([O-])C1(CCCCC1)[N+]2=O	-3.5%	-20.2
O=C1Oc2ccccc2C(=O)/C1=C\N1CCN(c2ccccc2)CC1	u	x
Cn1nc(-c2ccc(Cl)cc2)c2cc(C(=O)N3CCN(c4ccccn4)CC3)sc21	u	x
CC(=O)Nc1ccc(S(=O)(=O)N(C)CC(=O)N/N=C/c2cccc(O)c2)cc1	u	x
Cc1ccccc1N(CC(=O)Nc1ccc(S(=O)(=O)N2CCOCC2)cc1)S(C)(=O)=O	u	x
Cc1nc(SCn2nnc3ccccc3c2=O)c2c(C)c(C)sc2n1	17.5%	13.7
Cc1nc(Nc2ccccc2)sc1C(=O)c1ccccc1	0.4%	2.5
COc1cccc(/C=N/NC(=O)c2cnccn2)c1O	u	x
CCCCn1c(N)c(N(CC(C)C)C(=O)c2cc3c(s2)CCC3)c(=O)[nH]c1=O	u	x
CSc1ccc(/C=N/n2c(C3CCCCC3)n[nH]c2=S)cc1	u	x
O=C1CC(N(O)C2CC(=O)N(Cc3ccccc3)C2=O)C(=O)N1Cc1ccccc1 (centres undefined)	-2.9%	-16.5
O=C(Nc1ccc(Cl)cc1)c1cc(S(=O)(=O)Nc2ccccn2)ccc1Cl	u	x
Cc1ccc(C)c(OCCSc2nnc(C)c(=O)[nH]2)c1	u	x
CCCOc1ccc(-c2c(C(=O)N/N=C/c3ccsc3)nnn2-c2nonc2N)cc1	i	x
Cc1nnc(NC(=O)c2ccc(C)c(S(=O)(=O)N3CCOCC3)c2)s1	-2.0%	-1.0
COc1ccc(C(=O)Nc2cc(C(F)(F)F)ccc2-n2cncn2)cc1	u	x
CCOc1ccccc1OCCn1ncc2ccc(OC)c(OC)c2c1=O	-3.3%	16.5
O=C(CSc1nnc(-c2ccccc2Br)o1)N1CCN(C(=O)c2ccco2)CC1	u	x
Cc1cc(=O)oc2cc(OCC(=O)Nc3ccc(N4CCC(C)CC4)cc3)ccc12	i	30.6
Cc1nnsc1-c1c(C(=O)N2CCOCC2)c(C)nn1-c1ccc(Cl)cc1	0.8%	-0.3
CC1Sc2ccc(S(=O)(=O)N3CCC(C(=O)N(C)Cc4ccco4)CC3)cc2NC1=O (centres undefined)	i	-13.4

Record cards (already shown).
`CCCOc1ccc(-c2c(C(=O)N/N=C/c3ccsc3)nnn2-c2nonc2N)cc1` as listed: Lipid storage S3 = i; Lipid storage S3 cell count max = x
`O=[N+]([O-])c1ccc2c(c1)N([O-])C1(CCCCC1)[N+]2=O` as listed: Lipid storage S3 = -3.5%; Lipid storage S3 cell count max = -20.2

Additional results.
SMILES	Lipid storage S3	Lipid storage S3 cell count max
CCCCn1c(N)c(N(Cc2ccccc2OC)C(=O)C(C)C)c(=O)[nH]c1=O	u	x
O=C(NCCc1ccccn1)c1ccc2nc(Cc3ccccc3F)oc2c1	u	x
Cn1nc([N+](=O)[O-])nc1Sc1cccc2cccnc12	u	x
O=C(Nc1ccc(S(=O)(=O)N2CCCCC2)cc1)c1ccccc1F	u	x
O=C(Nc1ccc2c(c1)CCCN2C(=O)c1cccs1)c1ccccc1	u	x
Cc1onc(-c2ccccc2Cl)c1C(=O)Nc1ccc(S(=O)(=O)N2CCCC2)cc1	7.6%[9.22 µM]	8.6
O=C(NCc1ccccn1)C1CCN(C(=O)c2cc3sccc3n2Cc2ccc(F)cc2)CC1	-9.0%	-0.2
COc1ccc2[nH]c(C)c(CN3CCC(C)CC3)c(=O)c2c1	u	x
CCOC(=O)N1CCC(N2CCCC(C(=O)c3cc(C)c(OC)c(C)c3)C2)CC1 (centres undefined)	u	x
O=C(Nc1ccc(Cl)c(Cl)c1)Nc1nccs1	1.2%	x
O=[N+]([O-])c1cc(Cl)ccc1Oc1ccc(-c2nnco2)cc1	u	x
Cc1ccc(S(=O)(=O)N(C)C)cc1NC(=O)c1c(-c2c(F)cccc2Cl)noc1C	-5.3%	14.1
CCCNC(=O)NC(=O)CSc1nc(C)cs1	i	x
Cc1cc(OCCN2CCOCC2)ccc1Cl	u	x
COc1ccc(CN2CCNC(=O)C2CC(=O)NC2CCCCCCC2)cc1OC (centres undefined)	i	5.7
COc1ccc(-c2nnc(SCC(=O)NC(C)c3ccccc3)o2)cc1OC (centres undefined)	19.9%	-5.6
O=C(c1ccccc1C(=O)N1CCN(c2ccccc2)CC1)N1CCN(c2ccccc2)CC1	u	x
CS(=O)(=O)c1ccc(C(=O)NCc2ccc(F)cc2)cc1	1.0%	23.0
Cc1cc(C)n(-c2ncc(C#N)cn2)n1	u	x
CCc1cc2cccc(C)c2nc1SCC(=O)c1ccc(NC(C)=O)cc1	u	x
Cn1c(SCC2CCCO2)nnc1-c1ccncc1 (centres undefined)	u	x
COc1ccc(N(C(=O)CNC(=O)c2ccco2)C(C(=O)NCC2CCCO2)c2ccccc2)c(OC)c1 (centres undefined)	u	x
CCOC(=O)c1cc(C(C)C)sc1NC(=O)COC(=O)c1nccnc1N	u	x
CSc1nnc(CSCc2ccc(Cl)cc2Cl)n1-c1ccccc1	-3.7%	2.7
CCN1CCN(S(=O)(=O)c2ccc(Cl)c(C(=O)NC3CC3)c2)CC1	u	x

A run of entries from the list above, for reference:
SMILES	Lipid storage S3	Lipid storage S3 cell count max
CSc1nnc(CSCc2ccc(Cl)cc2Cl)n1-c1ccccc1	-3.7%	2.7
CCN1CCN(S(=O)(=O)c2ccc(Cl)c(C(=O)NC3CC3)c2)CC1	u	x

Sorted by value in Lipid storage S3 cell count max (descending): three of the compounds above
SMILES	Lipid storage S3	Lipid storage S3 cell count max
Cc1ccc(S(=O)(=O)N(C)C)cc1NC(=O)c1c(-c2c(F)cccc2Cl)noc1C	-5.3%	14.1
CSc1nnc(CSCc2ccc(Cl)cc2Cl)n1-c1ccccc1	-3.7%	2.7
O=C(NCc1ccccn1)C1CCN(C(=O)c2cc3sccc3n2Cc2ccc(F)cc2)CC1	-9.0%	-0.2

(further entries)
SMILES	Lipid storage S3	Lipid storage S3 cell count max
CNC(=O)C(=O)Nc1cc2c3c(c1)C(C)C(=O)N3CCC2 (centres undefined)	i	-17.4
CC(=O)c1cccc(NS(=O)(=O)c2ccc3c(c2)oc(=O)n3C)c1	u	x
Cc1ccc(C)c(-n2cc(CN3CCNC(=O)CC3)c(-c3ccccc3)n2)c1	15.8%	-5.7
O=C(O)COc1c(F)c(F)c(C(F)(F)F)c(F)c1F	u	x
COC(=O)c1[nH]c2c(c1C)C(=O)CC(c1ccc(C)cc1)C2 (centres undefined)	u	x
O=C(O)CCCC(=O)Nc1ccc(OCc2nc3ccccc3s2)cc1	u	x
CCCCn1c(N)c(N(CCOC)C(=O)c2ccc(Cl)c(S(=O)(=O)N3CCCC3)c2)c(=O)[nH]c1=O	11.6%	8.4
CN(CCc1ccccn1)Cc1ccc(Cl)c(Cl)c1	7.1%	-4.7
O=C(c1ccccc1)c1ccc(-n2ccnc2)c([N+](=O)[O-])c1	u	x
CCc1ccc2oc(C(=O)N3CCN(c4ccc(OC)cc4)CC3)cc(=O)c2c1	u	x
COc1cc(NCCCC(C)N)c2ncccc2c1 (centres undefined)	1.0%	-16.3
COc1ccc(C)cc1NC(=O)C(OC(=O)CNC(=O)c1ccc(Br)cc1)c1ccccc1 (centres undefined)	i	8.3
CC1CN(C(=O)CCC(=O)NCCc2ccccc2)c2ccccc2O1 (centres undefined)	u	x
O=[N+]([O-])c1ccc(Cl)c(NC2=NCCCCC2)c1	u	x
C/C(=N/N1CCN(Cc2ccccc2)CC1)c1ccc(Br)cc1	-17.4%	-6.8
COc1cc2c(cc1NC(=O)c1cc(-c3ccncc3)nc3ccc(C)cc13)oc1ccccc12	i	x
CCC(=O)c1ccc(OCC(=O)N2CCN(S(=O)(=O)c3ccc(Cl)s3)CC2)cc1	i	-25.2
CCN1CCN(c2sc(S(C)(=O)=O)nc2S(=O)(=O)c2ccc(Cl)cc2)CC1	i	x

Among those listed so far, two have a cyano group:
SMILES	Lipid storage S3	Lipid storage S3 cell count max
Cc1c(C#N)c(NC(=O)C(C)C)n(Cc2ccccc2)c1C	u	x
Cc1cc(C)n(-c2ncc(C#N)cn2)n1	u	x

These rows are one share of the data (hit frequency here may not be typical).
